HKDC1 inh: HKDC1 (human) hexokinase inhibition | AID 493160 | recombinant HKDC1, G6PDH/diaphorase resazurin coupled fluorescence | 340,000 tested, 0.16% active | inhibition, % at 20 µM;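 active = inhibition above about 35% when tested at 20 µM, limit read from the data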;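 note: plate controls were DMSO wells with enzyme for no effect and DMSO wells lacking enzyme for full effect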
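Test system: HK5 enzyme. Quantity: 5 µg/mL HK5 final. Reagent: glucose and ATP substrates. Schedule: 90 min reaction incubation at room temperature, dark. Technique: resazurin-to-resorufin fluorescence via G6PDH and diaphorase coupling, 525/613 nm. Control set: DMSO wells with and without enzyme mix.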
SENP7 block: blocks the human protease SENP7; Q9BQF6; recombinant SENP7, Z-RLRGG-aminoluciferin luminescence, 40 min; inhibition, % at 5 µM; 330,000 tested, 1.5% active;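 active = inhibition above about 50% at the single test dose, limit read from the data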;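 note: plate controls were DMSO with enzyme for no effect and no enzyme buffer wells for full effect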
Target sequence (Q9BQF6 706-1050 limits assumed): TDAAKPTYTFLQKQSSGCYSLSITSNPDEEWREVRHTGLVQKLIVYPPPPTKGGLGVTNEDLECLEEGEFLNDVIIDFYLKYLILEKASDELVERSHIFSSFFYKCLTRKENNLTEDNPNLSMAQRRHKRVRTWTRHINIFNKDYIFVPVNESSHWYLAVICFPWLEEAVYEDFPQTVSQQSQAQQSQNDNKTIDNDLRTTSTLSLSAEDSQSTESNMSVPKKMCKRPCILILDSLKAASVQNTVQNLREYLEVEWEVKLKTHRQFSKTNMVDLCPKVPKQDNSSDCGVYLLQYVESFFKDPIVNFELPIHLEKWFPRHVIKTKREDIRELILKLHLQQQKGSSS
UBC13 polyUb: blocks human UBC13 polyubiquitin chain formation; 330,000 tested, 0.47% active; P61088; inhibition, % at 20 µM; TR-FRET; in the data active = inhibition above about 45%, passing the limit was not always enough
Target sequence (P61088 whole entry, looked up): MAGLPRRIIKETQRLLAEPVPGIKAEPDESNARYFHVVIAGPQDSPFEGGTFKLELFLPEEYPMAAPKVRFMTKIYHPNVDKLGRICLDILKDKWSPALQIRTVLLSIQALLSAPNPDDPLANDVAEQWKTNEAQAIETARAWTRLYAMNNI
SENP6 inh: inhibitors of human SENP6 protease | Q9GZR1 | Recombinant SENP6 catalytic domain, aminoluciferin luminescence | inhibition, % at 10 µM | 330,000 tested, 1.8% active;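 active = inhibition above about 50% at the single tested dose, limit read from the data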;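 note: plate controls were DMSO wells with enzyme for no effect and DMSO wells lacking enzyme for full effect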
Target sequence (Q9GZR1 628-1112 limits assumed): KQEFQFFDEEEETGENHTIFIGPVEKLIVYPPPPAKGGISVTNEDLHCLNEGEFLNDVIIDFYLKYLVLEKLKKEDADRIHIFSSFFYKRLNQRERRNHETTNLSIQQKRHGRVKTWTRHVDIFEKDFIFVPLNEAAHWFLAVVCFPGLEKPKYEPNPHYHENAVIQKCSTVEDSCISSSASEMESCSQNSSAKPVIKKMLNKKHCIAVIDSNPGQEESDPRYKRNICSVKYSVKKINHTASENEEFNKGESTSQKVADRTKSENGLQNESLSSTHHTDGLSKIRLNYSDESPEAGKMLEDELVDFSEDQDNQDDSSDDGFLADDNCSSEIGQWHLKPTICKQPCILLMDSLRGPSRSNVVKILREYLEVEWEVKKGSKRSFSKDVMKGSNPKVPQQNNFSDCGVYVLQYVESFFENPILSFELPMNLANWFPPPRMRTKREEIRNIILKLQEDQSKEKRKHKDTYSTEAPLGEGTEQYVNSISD
SENP8 block-1: inhibitors of human SENP8 protease | Q96LD8 | recombinant SENP8, Nedd8 substrate fluorescence | inhibition, % at 20 µM | 360,000 tested, 0.64% active | AID 602440; in the data active = inhibition mostly above about 40%, no sharp cut-off; inactive = mostly below about 27%
SENP8 block-2: inhibitors of human SENP8 protease; Q96LD8; purified SENP8, Z-RLRGG-aminoluciferin cleavage, luminescence; inhibition, % at 10 µM; 330,000 tested, 1.2% active; AID 2540; in the data active = inhibition above about 50%
SENP1 inh: inhibitors of human SENP1 SUMO protease catalytic domain; recombinant SENP1 catalytic domain, CyPet-SUMO1-YPet FRET cleavage; inhibition, % at 10 µM; 360,000 tested, 0.21% active;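 active = inhibition at least 30% at 10 µM, raw YFP signal under a set limit, fluorescence ratio 0.5 to 1.5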;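 note: 0% = enzyme with DMSO and 100% = no enzyme wells; some results filed as inactive read as strong as hits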
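Material – human SENP1 catalytic domain · Input – SENP1 enzyme, 20 pM final · Compound dosing – single concentration of 10 µM compound, 0.5% DMSO final · Timing – enzyme reaction for 50 min at room temperature, dark · Measured by – FRET fluorescence in CFP and YFP emission channels · Control set – no-enzyme wells low, DMSO-plus-enzyme wells high control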
PfG6PD inh: PfG6PD (Plasmodium falciparum) enzyme inhibition | inhibition, % at 20 µM | 350,000 tested, 0.78% active | PfGluPho enzyme, NADPH resazurin-diaphorase fluorescence;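 active = inhibition reaching at least a set limit at 20 µM in the primary screen, cut at about 59% in these data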;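 note: 0% = DMSO wells with substrate and 100% = DMSO wells lacking glucose-6-phosphate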
beta cell repl: inducers of beta-cell replication in MIN6 cells; MIN6 cells proliferation, ATPlite luminescence, 48 h; cells starved in 0.2% serum; 100% = growth in 10% serum; proliferation, % at 10 µM; 330,000 tested, 0.29% active;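 active = compounds whose signal lies at least 3.5 SD above the mean of all wells on their plate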;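 note: 0% = DMSO-treated cells in low-serum medium and 100% = 10% serum control; some compounds called inactive have numbers as strong as hits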
* = called active by the depositor; x = no result given; & = joins results of further samples.

SMILES	HKDC1 inh	SENP7 block	UBC13 polyUb	SENP6 inh	SENP8 block-1	SENP8 block-2	SENP1 inh	PfG6PD inh	beta cell repl
Cc1nn(C(=O)c2cccnc2)c(C)c1Sc1ccc(Br)cc1	-3	0	6	-20	14	5	-1	67*	-3
CC(C)(C)c1cc(CN2CCCCC2)cc(C(C)(C)C)c1O	x	7	6	2	x	-4	x	x	-4
Cc1ccc2[nH]c(C(=O)N3CCN(C(c4ccccc4)c4ccccc4)CC3)cc2c1	5	9	-20	4	10	-6	1	-6	-5
CC(NC(=O)c1ccco1)C(=O)Nc1nc(-c2ccccn2)cs1 (stereo not drawn)	3	7	-11	4	0	-3	-2	7	-1
O=C(COc1ccccc1)N[C@@H]1c2ccccc2CC[C@@H]1O	-6	-2	x	x	6	x	0	4	x
COc1cc2nncc(SC)c2cc1OC	-2	x	x	x	1	x	2	6	x
N#CCCn1c(SCC(=O)NCc2ccco2)nc2ccccc21	-4	4	2	-9	13	3	-1	9	3
CCOC(=O)c1[nH]c(=O)[nH]c1CN(Cc1ccco1)Cc1[nH]c(=O)[nH]c1C(=O)OCC	-7	-5	-6	5	9	-7	1	0	-2
O=C(Nc1cccc(F)c1)C1CCCN(C(=O)c2ccc(Cl)cc2)C1 (stereo not drawn)	-1	1	10	-5	8	-6	1	17	2
O=C1CN(C(=O)COC(=O)c2ccc(Br)o2)c2ccccc2N1	-5	3	4	0	12	13	0	2	2
COc1ccc(C(=O)N2CCOC2CNC(=O)C(=O)NCc2ccc(Cl)cc2)cc1 (stereo not drawn)	2	5	1	2	3	8	-4	-3	1
CC1CCCCC1NC(=O)/C=C/c1nc2ccccc2s1 (stereo not drawn)	4	12	2	-16	-155	-5	0	-6	-4
O=C(Nc1cccn2ncnc12)c1ccccc1	-6	4	-8	-12	4	-1	2	-18	0
CCOC(=O)c1cnc2c(C)cccc2c1NCCCN1CCOCC1	-2	-3	2	14	-150	9	0	17	1
O=C(CCNC(=O)c1ccc(Cl)cc1)NNC(=O)c1ccc(F)cc1	6	-4	0	-5	-1	-1	0	8	1
NC(N)=N/N=C/c1cc([N+](=O)[O-])ccc1O	8	-6	-34	-10	27	-5	2	2	0
Cn1cnnc1SCC(=O)c1c[nH]c2ccccc12	-8	1	-12	3	-10	-5	-6	-1	-3
COc1ccc(CN2CCCCC2C)c(C)c1C (stereo not drawn)	-2	2	8	-9	14	8	1	-6	-2
C[C@H]1O[C@@H](O[C@H]2CC[C@@]3(C)C(CC[C@]4(C)C3C=C[C@]35OC[C@@]6(CCC(C)(C)C[C@H]63)[C@@H](O)C[C@]54C)[C@]2(C)CO)[C@H](O)[C@@H](O[C@@H]2O[C@H](CO)[C@@H](O)[C@H](O)[C@H]2O)[C@H]1O (stereo partly drawn)	2	0	18	-14	8	-1	2	5	0
O=C(COC(=O)c1cccc(NC(=O)c2ccco2)c1)c1ccc(Br)cc1	0	72*	-8	70*	7	24	0	-16	-3
CC1CN(C(=O)c2ccc(Br)c(S(=O)(=O)N3CCOCC3)c2)CC(C)O1 (stereo not drawn)	-5	1	0	-1	7	2	3	-13	-1
CCCC(=O)Nc1ccc(C(=O)COC(=O)C2CC2)cc1	-1	-3	4	2	12	0	-3	9	3
O=C(NCc1ccco1)c1csc2c1CCCC2	-7	-2	-1	-1	16	4	0	7	-3
CCOCCCN(C(=O)c1ccco1)C(C(=O)NC1CCCC1)c1cccc(OC)c1OC (stereo not drawn)	-9	x	x	x	7	x	0	1	x
COCC(C)N1CCC(Oc2cccc(C(=O)NCCc3ccccc3)c2)CC1 (stereo not drawn)	-7	-14	4	-13	7	-15	-14	10	-5

Exported with bars between the fields: part of the list above
SMILES | HKDC1 inh | SENP7 block | UBC13 polyUb | SENP6 inh | SENP8 block-1 | SENP8 block-2 | SENP1 inh | PfG6PD inh | beta cell repl
CC(NC(=O)c1ccco1)C(=O)Nc1nc(-c2ccccn2)cs1 (stereo not drawn) | 3 | 7 | -11 | 4 | 0 | -3 | -2 | 7 | -1
O=C(COc1ccccc1)N[C@@H]1c2ccccc2CC[C@@H]1O | -6 | -2 | x | x | 6 | x | 0 | 4 | x
COc1cc2nncc(SC)c2cc1OC | -2 | x | x | x | 1 | x | 2 | 6 | x
N#CCCn1c(SCC(=O)NCc2ccco2)nc2ccccc21 | -4 | 4 | 2 | -9 | 13 | 3 | -1 | 9 | 3
CCOC(=O)c1[nH]c(=O)[nH]c1CN(Cc1ccco1)Cc1[nH]c(=O)[nH]c1C(=O)OCC | -7 | -5 | -6 | 5 | 9 | -7 | 1 | 0 | -2
O=C(Nc1cccc(F)c1)C1CCCN(C(=O)c2ccc(Cl)cc2)C1 (stereo not drawn) | -1 | 1 | 10 | -5 | 8 | -6 | 1 | 17 | 2
O=C1CN(C(=O)COC(=O)c2ccc(Br)o2)c2ccccc2N1 | -5 | 3 | 4 | 0 | 12 | 13 | 0 | 2 | 2
COc1ccc(C(=O)N2CCOC2CNC(=O)C(=O)NCc2ccc(Cl)cc2)cc1 (stereo not drawn) | 2 | 5 | 1 | 2 | 3 | 8 | -4 | -3 | 1
CC1CCCCC1NC(=O)/C=C/c1nc2ccccc2s1 (stereo not drawn) | 4 | 12 | 2 | -16 | -155 | -5 | 0 | -6 | -4
O=C(Nc1cccn2ncnc12)c1ccccc1 | -6 | 4 | -8 | -12 | 4 | -1 | 2 | -18 | 0
CCOC(=O)c1cnc2c(C)cccc2c1NCCCN1CCOCC1 | -2 | -3 | 2 | 14 | -150 | 9 | 0 | 17 | 1
O=C(CCNC(=O)c1ccc(Cl)cc1)NNC(=O)c1ccc(F)cc1 | 6 | -4 | 0 | -5 | -1 | -1 | 0 | 8 | 1

Additional compounds follow:
SMILES	HKDC1 inh	SENP7 block	UBC13 polyUb	SENP6 inh	SENP8 block-1	SENP8 block-2	SENP1 inh	PfG6PD inh	beta cell repl
O=S(=O)(NCCc1csc(-c2ccc(C(F)(F)F)cc2)n1)c1ccc2c(c1)OCCO2	8	1	12	-10	-26	5	1	34	-5
C/C(=N/NC(=O)c1cc(-c2cccc([N+](=O)[O-])c2)n[nH]1)c1ccc(Cl)cc1	-10	x	x	x	10	x	2	-7	x
CCC(C)(C)NC(=O)C(c1cccc(OC)c1OC)N(Cc1ccc(OC)cc1)C(=O)CCC(=O)Nc1cc(C)on1 (stereo not drawn)	-6	4	6	-22	-2	-13	-1	4	0
CCCCc1ccc(NC(=O)CSc2nc(=O)n(CCN(CC)CC)c3c2CCC3)cc1	-6	-3	11	-1	5	-6	-1	-2	-8
COc1cc(NC(=O)c2csc(N)n2)cc(C(=O)Nc2cccc(C(F)(F)F)c2)c1	1	0	8	-4	8&0	0	-4&-1	19&20	-8
COc1cccc(N/C(C)=C/C(=O)c2ccc(Br)cc2)c1	-4	4	-2	42	19	1	-5	23	-4
Cc1ccc(C2=NN(CCC(=O)NCCC(C)C)C(=O)CC2)cc1	x	2	6	2	x	-3	x	x	3
Cc1ccc2nc(SCc3nc4cc(Cl)ccc4c(=O)[nH]3)[nH]c2c1	-2	0	-12	5	-26	7	-39	-2	-1
COc1ccc(-c2nn3c(-c4ccc(F)cc4)nnc3s2)cc1	-8	-12	-7	-15	-6	-11	1	23	-1
COc1ccccc1CN1CC(C(=O)NCc2cnn(C)c2)CCC1=O (stereo not drawn)	-3	-1	12	8	9	-5	-1	8	-3
CCOC(=O)c1cc2c(=O)n3cccc(C)c3nc2n(CC2CCCO2)c1=NC(C)=O (stereo not drawn)	-5&3	1	-3	-5	-486	0	-31&-71	-7&-8	9.6*
Cc1ccc(S(=O)(=O)CC(C)N2CCN(C3CCCCC3)CC2)cc1 (stereo not drawn)	-8	-6	-3	2	14	0	2	-1	-1
OCCN1c2ccccc2CCc2ccccc21	-2	2	-3	-15	10	6	-1	7	-1
CCN1Cc2c(/C=C/c3ccccc3)nc3ccc(OC)cc3c2N(c2cccc(Cl)c2)C1	9	1	-14	13	-282	-1	-23	15	-7
CN(C)CCCN(C(=O)c1ccco1)c1nc2ccc(F)cc2s1	-1	6	18	-1	20	3	1	9	3
CCC(=O)c1cc2c(C)cc(=O)oc2c(C)c1OC(C)=O	0	3	35	-10	-216	0	-27	9	1
CC(C)Cn1c(-c2ccc(Br)o2)n[nH]c1=S	-3	-6	-6	-2	10	-6	2	30	1
O=C(COc1ccc2c(-c3ccccc3)cc(=O)oc2c1)NCc1cccs1	-8	5	-11	-15	-144	-3	-48	9	0
C[C@H](CO)N1C[C@H](C)[C@@H](CN(C)Cc2ccncc2)Oc2c(NC(=O)C3CC3)cccc2C1=O	-6	2	8	-2	-1	7	-1	1	-1
Cc1cc(C)c(/C([O-])=C(/C(=S)Nc2ccc(SC(F)F)cc2)[n+]2ccccc2)cc1C	3	-2	-6	18	11	-5	-11	-3	-4
COc1ccc(OC)c(C(c2nnnn2Cc2ccccc2)N2CCC(C(N)=O)CC2)c1 (stereo not drawn)	-5	-6	-6	-9	22	1	0	-12	-3
Cc1ccc(C(=O)NC2CC(C)(C)NC(C)(C)C2)cc1Cl	-5	-6	-3	8	13	8	1	0	1
Cc1c(C(=O)N2CCCC2)c(S(=O)(=O)Nc2ccccc2Cl)c(C)n1C	-4	-8	1	-1	6	-4	2	2	3
O=C(C1CCCN(Cc2ccccc2[N+](=O)[O-])C1)N1CCCC1 (stereo not drawn)	-1	-4	-1	-18	6	-5	0	-5	-1
CCOC(=O)/C(C#N)=C\C1=C(N2CCOCC2)CC(C)(C)OC1	-10	-4	-4	-26	-2	-4	-27	8	-1

More entries
SMILES	HKDC1 inh	SENP7 block	UBC13 polyUb	SENP6 inh	SENP8 block-1	SENP8 block-2	SENP1 inh	PfG6PD inh	beta cell repl
CNC(=O)COc1ccc(C=O)cc1OC	-6	3	-2	14	-4	-1	2	-1	0
N/C(=N\OC(=O)Nc1ccccc1)c1ccno1	-5	2	2	16	14	6	0	-1	-2
COc1ccc(OCC(=O)C2CC2)c(C#N)c1	-6	9	-1	-19	-1	0	0	-5	-2
CC1(/[N+]([O-])=C/c2cccc(Cl)c2)CCCCC1=O (stereo not drawn)	-4	1	-6	-5	16	-6	1	-3	-4
COc1ccc(C)cc1S(=O)(=O)N1CCCC(C(=O)N2CCN(c3ccccc3F)CC2)C1 (stereo not drawn)	4	-4	-8	-6	4	5	2	-4	4
COc1cccc(N2CCN(S(=O)(=O)c3ccc4c(c3)N(C(C)=O)CCO4)CC2)c1	-7	-6	-3	-12	4	-2	2	6	1
CCOc1ccc(CCNC(=O)COC(=O)Cn2cnc3ccccc3c2=O)cc1OCC	11	-1	-16	-15	-3	-8	0	12	4
O=[N+]([O-])c1ccc(N2CCN(S(=O)(=O)c3ccccc3)CC2)c2cccnc12	-4	1	13	-3	18	-9	1	7	1

Compound activity deposited in PubChem BioAssay by Sanford-Burnham Center for Chemical Genomics.
